# BoNT-A LC inh2 – BoNT A light chain protease inhibition | multiplex microsphere protease substrate cleavage, flow cytometry | inhibition, % at 10 µM | 360,000 compounds, 0.17% hits; note: plate controls were buffer without enzyme for full effect and enzyme alone for no effect
# BoNT F protease – BoNT F light chain protease inhibition | Multiplex microsphere protease cleavage assay, flow cytometry | inhibition, % at 10 µM | 360,000 compounds, 0.22% hits; in the data active = inhibition above about 35%, passing the limit was not always enough; inconclusive = no clear call, values can overlap the other calls; note: plate controls were buffer without enzyme for full effect and enzyme alone for no effect
# GDH-TPI inh – GDH-TPI coupled enzyme inhibition counter-screen. GDH-TPI coupled enzyme counterscreen, NADH absorbance. AID 588335. 360,000 compounds, 1.2% hits. inhibition, % at 4.8 µM; in the data active = inhibition above about 30%;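 note: 0% = DMSO wells and 100% = wells lacking the enzyme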
# FadD28 binding – inhibitors of Mycobacterium tuberculosis FadD28 bisubstrate binding; FadD28 bisubstrate probe binding, fluorescence polarization; inhibition, % at 12.5 µM; 360,000 compounds, 0.22% hits; in the data active = inhibition above about 8.5%, passing the limit was not always enough; inconclusive = no clear call, values can overlap the other calls
# Anthrax LF inh2 – anthrax lethal factor protease inhibition. P15917. multiplex microsphere protease cleavage assay, LF. inhibition, % at 10 µM. 360,000 compounds, 0.12% hits. AID 588501; note: plate controls were buffer without enzyme for full effect and enzyme alone for no effect
# Mtb BioA inh – BioA (M. tuberculosis) enzyme inhibition; purified M. tuberculosis BioA enzyme, plate reader; inhibition, % at 9.99 µM; AID 602481; 360,000 compounds, 0.096% hits; in the data active = inhibition above about 40%; inconclusive = no clear call, values can overlap the other calls
# PfHsp40 rescue – compounds rescuing yeast from Plasmodium falciparum HSP40 toxicity | S. cerevisiae expressing PfHsp40, growth rescue, ATP luminescence | growth rescue, % at 12.5 µM | 340,000 compounds, 0.68% hits | AID 504582; in the data active = growth rescue above about 28%, passing the limit was not always enough; inconclusive = no clear call, values can overlap the other calls;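 note: yeast W303a lacking pdr1 and pdr3 grown in galactose medium; growth measured after three days at 30 °C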
# UGM FP inh – inhibitors of M. tuberculosis UDP-galactopyranose mutase; P9WIQ1; purified UGM, fluorescence polarization probe displacement; inhibition, % at 10 µM; 320,000 compounds, 0.06% hits; in the data active = inhibition above about 10%, passing the limit was not always enough; inconclusive = no clear call, values can overlap the other calls
# Target sequence (P9WIQ1 whole entry, looked up): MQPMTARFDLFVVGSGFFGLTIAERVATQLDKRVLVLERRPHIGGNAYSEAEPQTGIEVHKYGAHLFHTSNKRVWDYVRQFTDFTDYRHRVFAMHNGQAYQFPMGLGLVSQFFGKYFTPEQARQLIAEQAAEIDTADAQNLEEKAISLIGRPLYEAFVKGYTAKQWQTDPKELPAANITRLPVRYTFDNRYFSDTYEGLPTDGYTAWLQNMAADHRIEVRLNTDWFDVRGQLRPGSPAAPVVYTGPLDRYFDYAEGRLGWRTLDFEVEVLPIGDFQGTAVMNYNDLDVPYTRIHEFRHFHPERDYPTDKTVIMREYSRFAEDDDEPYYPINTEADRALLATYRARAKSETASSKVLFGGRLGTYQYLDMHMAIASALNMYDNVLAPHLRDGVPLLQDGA
# Mtb FBA inh – inhibits M. tuberculosis FBA enzyme. P9WQA3. purified M. tuberculosis FBA, fluorescence read-out. inhibition, % at 1 µM. 360,000 compounds, 2.3% hits; in the data active = inhibition above about 27%;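 note: 0% = vehicle and 100% = reference inhibitor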
# Target sequence (P9WQA3 whole entry, looked up): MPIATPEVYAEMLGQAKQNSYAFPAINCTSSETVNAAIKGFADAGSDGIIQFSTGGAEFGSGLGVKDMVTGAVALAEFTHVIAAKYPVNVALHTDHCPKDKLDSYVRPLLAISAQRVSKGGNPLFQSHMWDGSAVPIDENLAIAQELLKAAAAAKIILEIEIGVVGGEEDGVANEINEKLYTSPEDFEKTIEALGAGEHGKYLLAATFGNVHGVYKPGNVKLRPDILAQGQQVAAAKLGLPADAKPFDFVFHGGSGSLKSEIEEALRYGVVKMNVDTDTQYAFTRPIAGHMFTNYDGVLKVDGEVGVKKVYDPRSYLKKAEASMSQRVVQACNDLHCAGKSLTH
# Active calls of the source: *; ? = inconclusive; nt = no result given; + = active, no number; & = joins results of further samples. Cut-off read from the data, not from the text of the source, unless noted: active = inhibition above about 30%; inconclusive = no clear call, values can overlap the other calls; inactive = below that.
SMILES,BoNT-A LC inh2,BoNT F protease,GDH-TPI inh,FadD28 binding,Anthrax LF inh2,Mtb BioA inh,PfHsp40 rescue,UGM FP inh,Mtb FBA inh
Cc1c(CCOC(=O)CC23CC4CC(CC(C4)C2)C3)sc[n+]1CC(=O)c1ccccc1,-0.2,6,-1,-5.8,-5,nt,0.5,2.3,0
Cn1cnnc1SCC(=O)c1ccc(OC(F)F)cc1,-1.3,0,1,-2.0,-2,0.9,-0.8,-3.0,0
COc1ccc(NC(=O)c2cc(=O)[nH]c(=O)[nH]2)cc1S(=O)(=O)Nc1ccccc1Cl,-0.1,2,8,-4.9,-4,nt,-0.9,-1.4,1
Cc1oc(-c2cccc(C(F)(F)F)c2)nc1CN1CCOCC1,-1.1,-2,-6,-1.6,-7,1.9,-0.7,-0.4,1
Fc1ccc(NC(=S)NCCc2ccccc2)c(F)c1F,-0.9,-5,10,-2.1,-8,nt,11,1.2,-2
Cn1c(/C=C(\C#N)C(N)=S)ccc1-c1ccc(Br)cc1,33*,5,-1,-1.9,32*,nt,0.5,nt,-3
CCN(Cc1ccccc1)C(=O)COC(=O)c1n[nH]c2ccccc12,0.7,-2,-14,-5.3,-2,-1.3,-0.8,0.5,7
Cn1c(=O)[nH]c(=O)c2c1nc(Br)n2Cc1ccccc1F,-0.2,-3,11,-0.6,2,-1.5,-0.6,0.2,0
Cc1ccc(Nc2ncnc3sc(C)c(C)c23)cc1C,-0.5,-3,12,0.1,-1,nt,1.0,0.5,0
COc1ccc(C(C)NC(=O)C2CCCO2)cc1OC (configuration not stated),?,1,11,-0.4,-11,-2.6,-0.4,-0.6,0
COc1ccc(NS(=O)(=O)c2ccc(NC(=O)C3CCCO3)cc2)cc1 (configuration not stated),-0.7,6,5,0.3,-2,0.4,-1.5,-0.2,3
Cc1cccc(OCC(=O)NS(=O)(=O)c2ccc(Br)cc2)c1,-0.6,6,6,-1.6,-2,-1.2,0.4,-0.2,1
C#CCOCCOCCOCCNc1nc(N2CCN(C(=O)[C@H](CCCCN)n3cc([C@@H](N)C(C)CC)nn3)CC2)nc(N2CCN(C(=O)[C@H](Cc3cc4ccccc4[nH]3)n3cc([C@@H](N)CC(C)C)nn3)CC2)n1 (some centres not stated),0.7,-51,8,-4.2,-3,1.8,39*,1.7,3
COc1ccc(C(=O)OCCN2C(=O)c3ccccc3C2=O)cc1OC,0.0,-9,5,-0.9,1,nt,-0.2,nt,3
O=C(Nc1ccn(Cc2c(F)c(F)cc(F)c2F)n1)c1ccc(COc2cc(Cl)ccc2Cl)o1,2.9,4,0,-1.3,-2,-1.4,0.0,2.3,2
CC(=O)N1CN(C2CCCC2)Cc2c1sc1c2CCCC1,-0.2,-2,5,-1.1,-2,-0.4,0.3,0.2,0
COc1ccc(C(=O)NCc2ccc3[nH]c(C)cc3c2)cc1OC,65*,-45,6,-6.0,-4,nt,0.0,1.1,-5
COC(=O)c1cnn(-c2ccc(C)c(C)c2)c1-n1cccc1,1.3,5,3,-2.1,-3,0.4,-2.8,-1.5,-1
CCc1c(O)nc(SCC(=O)NCc2ccco2)[nH]c1=O,-1.5,-2,8,1.4,0,0.8,-1.3,2.4,5
COC(=O)[C@H](CCSC)NC(=O)NCCc1ccc(F)cc1,-0.6,-2,7,0.2,-2,-2.1,-0.2,0.3,2
Cc1ccc(-n2c(C)nn(-c3ncc(C(F)(F)F)cc3Cl)c2=O)cc1,-0.3,-3,0,0.3,2,0.1,0.2,-1.0,-1
CN(C)c1nc(N(C)C)c2cnn(C)c2n1,-0.2,7,13,-1.2,-2,-0.6,1.7,nt,4
Cn1nc(-c2ccc(Cl)cc2)c2cc(C(=O)NCCN3CCOCC3)sc21,0.2,2,1,-5.6,1,-1.1,-0.7,2.7,34*
Fc1ccc(C(c2nnnn2Cc2cccs2)N2CCN(c3ccccc3)CC2)cc1 (configuration not stated),-1.5,-7,0,-1.0,-4,-1.5,1.6,-0.1,4
Cn1cc([N+](=O)[O-])c(C(=O)NCc2cc3cc(Cl)ccc3[nH]2)n1,-0.8,-6,-3,-6.0,0,nt,-0.3,0.0,0
CSC1=NCCN1C(=O)c1ccc2c(c1)OCO2,-0.5,-12,10,0.5,-2,0.8,-0.9,3.3,1
CCC(=O)N1c2ccc(S(=O)(=O)N3CCN(c4cc(C)ccc4C)CC3)cc2CC1C (configuration not stated),0.2,1,3,-2.9,0,1.2,2.1,2.1,-3
COc1ccc(C2CC(c3cccs3)=NN2c2nc(-c3ccccc3)cs2)cc1OC (configuration not stated),19,2,17,-1.5,16,2.0,-0.3,0.1,8
COc1ccc(C)cc1NC(=O)C(OC(=O)c1ccc([N+](=O)[O-])o1)c1ccccc1 (configuration not stated),0.1,-1,6,-4.8,-2,nt,2.4,2.4,-4
CCCCNC(=S)N(CCN(CC)CC)Cc1cc2cc3c(cc2[nH]c1=O)OCCO3,-3.2,-9,-5,-4.9,-11,2.9,0.2,0.5,17
C=CCn1c(Cc2cccs2)nnc1SCC(=O)c1cccc(Br)c1,0.6,-3,1,-5.8,-6,1.6,0.7,0.8,-2
C/C(N)=C(/C#N)C(=O)CSc1nnc(Nc2cccc(C)c2)s1,-0.2&-5.9,0&-8,11&13,-0.8&0.5,0&-5,-0.7,-0.8,0.2,-1&0
CC1(C(=O)NS(=O)(=O)C2CC2)CCN(C(=O)c2ccc3c(c2)OCO3)C1 (configuration not stated),-0.6,0,2,-2.3,-6,-0.7,nt,nt,3
CCC(=NCc1cc(OC)cc(OC)c1)c1c(O)n(C2CCCCC2)c(=O)[nH]c1=O,-1.5,?,-10,-3.9,-10,-0.1,1.2,4.4,-2
Cc1ccnc(NC(=O)Nc2cccc(F)c2)c1,1.0,1,0,-1.2,5,-0.9,-1.2,-1.7,3
COc1cc(NC(=O)C2CC2)c(C(=O)O)cc1OC,?,11,3,-0.6,?,-0.4,1.4,0.6,4
COc1cccc(CN2CCC2(C)C(=O)Nc2cccc(Oc3ccccc3)c2)c1OC (configuration not stated),-0.4,-10,8,0.0,-9,-0.3,nt,nt,6
O=C(NCCc1ccco1)C(=O)NCC1CCCN1S(=O)(=O)c1ccccc1 (configuration not stated),?,?,-10,-0.7,?,0.2,0.9,-0.3,1
COc1cc(SC)ccc1C(=O)N1CCN(c2ccccc2OC)CC1,-0.1,-1,-1,-0.3,3,-1.1,2.9,5.5,-1
Cc1ccc(S(=O)(=O)NCCSc2nnnn2-c2ccc(C(N)=O)cc2)cc1,-0.7,-3,-8,-2.1,-8,6.2,1.1,2.3,3

# Part of the list above in order of count of non-hydrogen atoms, highest first.
SMILES,BoNT-A LC inh2,BoNT F protease,GDH-TPI inh,FadD28 binding,Anthrax LF inh2,Mtb BioA inh,PfHsp40 rescue,UGM FP inh,Mtb FBA inh
Cc1ccc(S(=O)(=O)NCCSc2nnnn2-c2ccc(C(N)=O)cc2)cc1,-0.7,-3,-8,-2.1,-8,6.2,1.1,2.3,3
C=CCn1c(Cc2cccs2)nnc1SCC(=O)c1cccc(Br)c1,0.6,-3,1,-5.8,-6,1.6,0.7,0.8,-2
C/C(N)=C(/C#N)C(=O)CSc1nnc(Nc2cccc(C)c2)s1,-0.2&-5.9,0&-8,11&13,-0.8&0.5,0&-5,-0.7,-0.8,0.2,-1&0

# (further entries)
SMILES,BoNT-A LC inh2,BoNT F protease,GDH-TPI inh,FadD28 binding,Anthrax LF inh2,Mtb BioA inh,PfHsp40 rescue,UGM FP inh,Mtb FBA inh
COc1cc(OC)c2ccc(=O)oc2c1,-0.4,0,13,-3.0,-3,-0.6,-0.1,nt,+
O=c1oc(-c2ccc(Br)o2)nc2ccccc12,8.8,13,10,-4.1,-17,0.6,14,-1.9,-1
Cc1ccsc1CN(C)C(=O)C1CCC(=O)N(CCc2cccc(F)c2)C1 (configuration not stated),2.6,4,-5,-3.7,1,3.0,0.2,2.9,-5
O=C(Nc1ccccc1F)c1cc(-c2ccco2)nc2ccccc12,1.3,4,2,-0.4,-6,nt,1.2,-3.0,19
Cc1cc(C)n(C(=O)CNC(=O)c2ccc(C(C)(C)C)cc2)n1,0.7,7,0,-2.0,-2,1.0,-0.4,0.6,4
COc1ccc(C2(C(=O)Nc3ccccc3)CCOCC2)cc1,-0.3,0,1,0.6,1,nt,-0.6,-1.6,-4
CCOc1cc(C(C(=O)NCC2CCCO2)N(C(=O)Cn2nnc3ccccc32)c2ccc(C(C)=O)cc2)ccc1O (configuration not stated),-1.8,9,4,1.3,-2,nt,0.0,-0.3,2
Cc1c(C(=O)N2CCCCC2)c(S(=O)(=O)NCCc2ccc(Cl)cc2)c(C)n1C,0.2,-2,-2,-2.4,-2,0.2,-0.1,-0.1,4
Cc1noc(C)c1C(=O)Nc1ccccc1-c1ccccc1,-0.4,-1,-4,-1.7,-2,nt,-0.8,-2.9,6
Cn1ncc2c(Nc3ccc(Cl)c(Cl)c3)ncnc21,2.3,2,4,-7.5,2,1.6,21,0.7,0
CC/C(C)=N/Nc1nc(-c2cc3cccc(OC)c3oc2=O)cs1,nt,nt,16,-1.4,nt,-1.0,-2.2,-0.1,0
CCSc1cc(N2CCOCC2)nc(-c2ccccc2)n1,0.0,-1,-3,-1.4,-1,nt,-1.0,1.9,16
COc1ccccc1NS(=O)(=O)c1cc(NC(=S)NCC2CCCO2)ccc1C (configuration not stated),-0.6,4,7,0.4,6,nt,0.5,-0.9,1
N/C(=N\OC(=O)Oc1ccccc1)c1cccc([N+](=O)[O-])c1,0.1,5,-1,-5.3,5,nt,-0.6,2.4,1
CN(C)C(=O)CCc1ccc2c3c([nH]c2c1)[C@]1(C)[C@@H](C(=O)N2CCOCC2)C[C@H](CC(=O)NCCN2CCOCC2)C(=O)N1CC3,-0.6,2,1,-1.4,1,-0.8,-0.3,nt,-2
Cc1cc(N(CCO)CCO)ccc1N=Nc1cc(F)ccc1F,-1.1,-8,4,1.6,-10,3.7,0.3,-0.5,-22
CC(C)(C)c1ccc(NC(=O)N2CCCN(c3c(Cl)cncc3Cl)CC2)cc1,nt,nt,17,0.0,nt,nt,1.1,-3.3,0
N#CCCn1cnc2c(=S)nc[nH]c21,0.2,-8,21,-2.8,3,-0.7,-0.2,0.8,-1
Cc1cccc(-n2nc3c(c2NC(=O)c2cc4ccccc4o2)CS(=O)(=O)C3)c1,3.3,6,1,0.1,-1,2.5,-0.6,-1.1,4
O=C(N/N=C/c1ccc(F)cc1)c1ccc(OCc2ccccc2)cc1,-0.3,-2,-4,-2.7,3,-0.1,-0.8,-0.5,0
CC(C)(C)NC(=O)COc1ccc(CNCCc2ccccc2)cc1,-0.6,-4,2,-1.8,-5,-0.8,-1.0,-2.9,0
CC(=O)c1ccc(Oc2ccc(C(C)=O)cc2)cc1,-0.4,-1,-2,-1.3,-4,21,0.7,-0.6,-4
CC(C)NC(=O)N(C)C[C@@H]1OCc2cn(nn2)CCCC(=O)N([C@H](C)CO)C[C@H]1C,0.1,0,2,-3.4,-3,-1.3&0.0,nt,nt,-2
O=C(N=C1SC2CS(=O)(=O)CC2N1CCc1ccc(F)cc1)C1CCCCC1 (configuration not stated),2.0,13,13,0.1,-3,-0.6,0.3,-0.4,-1
C=CCn1c(C)cc(C(=O)COC(=O)[C@@H](NC(=O)c2ccccc2Cl)C(C)C)c1C,-0.6,-3,11,-3.4,-1,nt,1.4,2.6,2
COc1ccc(CCN(C)C(=O)c2cnc(C)cn2)cc1OC,0.8,-14,-7,-2.3,2,1.2,1.4,-0.3,0
O=C(c1cc(-c2ccccc2Cl)nc2ccccc12)N1CCOCC1,-3.6,6,-4,-4.0,4,-0.3,0.3,4.0,0
Cc1cc(C)cc(-n2nnc(C(=O)NCc3ccccc3)c2N)c1,1.0,-8,6,-2.1,1,-0.8,-1.3,-2.0,-3
CCCC(=O)Nc1ccc(C(=O)COC(=O)C2=COCCO2)cc1,0.5,-9,-7,-2.4,-3,nt,-0.9,nt,0
CCCNC(=O)COc1coc(CN2CCN(Cc3ccccc3)CC2)cc1=O,-1.3,-5,13,-1.8,0,-0.6,0.5,0.7,3

# Bioassay records from PubChem BioAssay.
